N370S GC mod = inhibits or activates N370S mutant glucocerebrosidase; N370S GC spleen homogenate, 4MU-glucoside fluorescence; Potency, µM (highest dose often 59.4 µM), for inactives: at the top dose activity change, negative = inhibition, hits mostly inhibitors; 330,000 compounds, 0.092% hits;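 further: 0% = full enzyme activity and -100% = no enzyme basal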
KAT2A inh = blocks human GCN5L2 histone acetyltransferase; GCN5L2 HAT assay, ThioGlo1 CoA-SH fluorescence; Potency, µM (series often up to 58.9 µM), for the others: top-dose activity change, negative = inhibition, hits mostly inhibitors; AID 504327; 390,000 compounds, 0.21% hits; Q92830
Target sequence (Q92830 whole entry, looked up): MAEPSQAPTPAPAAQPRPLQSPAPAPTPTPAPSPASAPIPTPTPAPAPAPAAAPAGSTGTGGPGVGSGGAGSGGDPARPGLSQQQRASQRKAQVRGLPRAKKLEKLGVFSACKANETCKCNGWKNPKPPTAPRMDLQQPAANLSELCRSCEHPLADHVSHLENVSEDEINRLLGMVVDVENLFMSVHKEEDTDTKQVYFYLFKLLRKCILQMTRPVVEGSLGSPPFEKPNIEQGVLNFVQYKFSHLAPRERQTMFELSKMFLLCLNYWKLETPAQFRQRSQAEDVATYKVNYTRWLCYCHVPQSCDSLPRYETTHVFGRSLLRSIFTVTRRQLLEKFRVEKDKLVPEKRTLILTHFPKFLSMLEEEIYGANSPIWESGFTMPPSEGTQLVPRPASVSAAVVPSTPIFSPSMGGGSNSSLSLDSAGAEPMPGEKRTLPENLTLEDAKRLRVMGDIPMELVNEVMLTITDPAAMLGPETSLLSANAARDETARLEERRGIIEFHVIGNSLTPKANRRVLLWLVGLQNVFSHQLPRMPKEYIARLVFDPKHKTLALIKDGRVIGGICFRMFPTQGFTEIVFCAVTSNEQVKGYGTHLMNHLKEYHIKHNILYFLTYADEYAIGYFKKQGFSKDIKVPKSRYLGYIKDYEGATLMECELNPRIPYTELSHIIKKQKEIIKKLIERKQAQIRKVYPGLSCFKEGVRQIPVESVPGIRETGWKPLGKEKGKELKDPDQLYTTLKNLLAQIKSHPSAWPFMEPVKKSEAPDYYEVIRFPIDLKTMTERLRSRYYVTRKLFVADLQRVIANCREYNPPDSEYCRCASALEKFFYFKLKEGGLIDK
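Enzyme at 20nM final was mixed with library compounds for 15 min at room temperature. Peptide H3(1-25) at 75uM, acetyl-CoA at 70uM and ThioGlo1 at 50uM were then added. Plates were read immediately and after 20 min (Ex340nm/Em540nm).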
FEN1 inhibitor = human FEN1 inhibition | P39748 | Recombinant FEN1 flap cleavage, fluorescence, 15 min | Potency, µM (highest dose often 114 µM), for inactives: top-dose activity change, negative = inhibition, usual class: inhibitors | 390,000 compounds, 0.35% hits | AID 588795; further: nearly all actives have a fitted effect of over 65% in size
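FEN1 at 10 nM, compound pretreatment for 15 min (room temperature), 50 nM final substrate to initiate; endpoint reads at 0 and 15 min; DMSO-only plates used as vehicle background.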
* = called active by the depositor; ? = inconclusive; nt = not tested or not shown; & = joins results of further samples; [ ] = remark or other dose. The call rests on the fitted dose curve; in most records, active means well fitted curve in the direction sought with a large enough effect; inconclusive means small, poorly fitted or top-dose-only effect, or another doubt; inactive means no such curve, though single readings can be large; an effect the other way counts as inactive or inconclusive. Unless noted, on the % scale 0 is the no-effect control and ±100 the full control effect; potency means the concentration at half of the fitted maximal effect.

SMILES	N370S GC mod	KAT2A inh	FEN1 inhibitor
COC(=O)C(O)(c1c(C)[nH]n(-c2ccccc2)c1=O)C(F)(F)F (configuration not stated)	1%	-1%	-7%
Cc1ccc(N2C(=O)/C(=C/c3ccc(CN(CCC#N)S(C)(=O)=O)o3)C(=O)NC2=S)cc1C	1%	-13%	nt
COc1ccc(C(=O)c2nc3ccccc3n2C(C)C)cc1OC	-19%	-7%	14%
CCN1CCN(c2ccc([N+](=O)[O-])cc2C=C2C(=O)NC(=O)NC2=O)CC1	-2%	-2%	-4%
Cc1oc(-c2cccs2)nc1CSCC(=O)N1CCC2(CC1)OCCO2	6%	-9%	11%
COc1cc2c(cc1OC)CC[N+](C)=C2	25%	?	0%
CN1CCN(c2ccc3nccnc3c2)CC1	-4%	-16%	1%
CCC1(CC)C(=O)C=CNC1=O	-5%	-5%	-5%
O=NN1CCCCC1	-6%	-16%	18%
Cc1ccc2cccc(OC(=O)N(C)c3ccccc3)c2n1	28%	-4%	-12%
O=C1C=C2C=C[C@H]3C[C@@]2(O1)[C@H]1CCCCN31	6%[21.6 µM]	0%[21.4 µM]	nt
CN1C[C@@H](NS(=O)(=O)N(C)C)C[C@@H]2c3cccc4c3c(cn4C)C[C@H]21	9%	-6%	nt
O=C1NC(=O)C(Cc2cccs2)C(=O)N1	3%	-3%	-8%
CC1OC(C[N+](C)(C)C)CC1O (configuration not stated)	-5%	-3%	-2%
N[C@@H](Cc1c[nH]c2ccccc12)c1nnc(SCc2ccc(Cl)cc2)o1	-6%	-12%	-13%
CCCCCSc1cc(OC)c(CCNC)cc1OC	-15%	-6%	11%
COc1ccc(NC(c2ccccc2F)P(=O)(Oc2ccccc2)Oc2ccccc2)cc1 (configuration not stated)	12%	-1%	-16%
Brc1ccc(Oc2ccc(Br)cc2Br)c(Br)c1	1%	?	14%
COc1cc(O)c(C(=O)O)c(-c2cc(O)c(O)cc2C)c1	-2%	1%	?
CCOP(=S)(OCC)Oc1cc(C)nc(N(CC)CC)n1	-4%	-15%	nt

Molecules listed so far that have an NH in an aromatic ring (2):
SMILES	N370S GC mod	KAT2A inh	FEN1 inhibitor
COC(=O)C(O)(c1c(C)[nH]n(-c2ccccc2)c1=O)C(F)(F)F (configuration not stated)	1%	-1%	-7%
N[C@@H](Cc1c[nH]c2ccccc12)c1nnc(SCc2ccc(Cl)cc2)o1	-6%	-12%	-13%

Next section.
SMILES	N370S GC mod	KAT2A inh	FEN1 inhibitor
N#Cc1cccc(NC(=O)c2sc3nc4c(cc3c2N)N2CCC4CC2)c1	nt	-1%	-20%
COc1ccc(C(=O)C2(C)N(O)C(C)C(c3cccs3)=[N+]2[O-])cc1 (configuration not stated)	3%	-7%	-14%
CN1CC[C@]23c4c5ccc(O)c4OC2C(O)C=CC3[C@H]1C5 (some centres not stated)	nt	0%	7%
CN1C2CCC1CC(OC(=O)c1ccc(Cl)cc1)(C(=O)O)C2 (configuration not stated)	25%	-3%	4%
N#CCCCCC#N	1%	-3%	20%
O=C(NC(Oc1ccccc1)C(Cl)(Cl)Cl)c1ccccc1 (configuration not stated)	6%	?	5%
CCCc1nc2ccccc2c(=O)n1-c1ccccc1OC	3%	-5%	5%
CCCCCC[N+](=O)[O-]	-9%	-4%	-9%
C[C@@H]1O[C@H](C[N+](C)(C)C)C[C@H]1O	-9%	-5%	nt
COCCN1Cc2cc(=O)n3c([nH]c4ccccc43)c2C1=N	?	-16%	-1%
O=C(COc1ccccc1)N1CCN(CC(O)COc2ccccc2)CC1 (configuration not stated)	-1%	3%	-9%
CN1CCN(Cc2nc3ccccc3n2C)CC1	5%	-5%	-3%
COc1ccc(OC)c(N2C(=O)NC(=O)C(CCc3ccncc3)(CCc3ccncc3)C2=O)c1	6%	-2%	-1%
COP(=O)(OC)/C(C=O)=N/Nc1ccc([N+](=O)[O-])cc1	-11%	-25%	-4%
CCCC(C)C1(CC)C(=O)N=C(S)NC1=O (configuration not stated)	0%	4%	nt
Cc1cc(NC(=O)c2cccn(Cc3cccc(Cl)c3)c2=O)no1	nt	6%	3%
CC(N)(COP(=O)(O)Oc1ccccc1)C(=O)O (configuration not stated)	2%	-5%	nt
O=C1NC(=O)C(=Cc2ccccc2Oc2ccc(F)cc2)C(=O)N1	8%	-2%	0%
CCC(C)(C)c1ccc(O)cc1	6%	2%&-7%	3%
Cc1ccc(-n2c(O)c(C=NCc3ccco3)c(=O)[nH]c2=S)cc1C	22%	-10%	-10%
COc1cc(/C=N/NC(=O)Cn2c([N+](=O)[O-])cnc2C)ccc1OC(=O)N(C)C	4%	-3%	-8%
CN1C(=O)/C(=C/C=C/c2ccco2)C(=O)NC1=S	2%	?	20µM*
CC(C)N(CCC(C(N)=O)(c1ccccc1)c1ccccn1)C(C)C (configuration not stated)	-1%&-4%&0%&10%	?	2%&-2%
CC(c1ccccc1)[n+]1ccccc1 (configuration not stated)	-4%	1%	4%
O=c1c2ccccc2[nH]c(=S)n1-c1ccc2c(c1)OCO2	3%	-8%	9%
CCCC[n+]1cc(/N=C(\[O-])OC)on1	5%	-18%	-3%
COc1ccc(-c2cc(=O)c3c(OC)c(OC)c(OC)cc3o2)cc1	8%	-2%	3%
CC(C)CCOP(=O)(c1ccc(N(C)C)cc1)C(O)c1ccc(C(C)C)cc1 (configuration not stated)	?	-15%	2%
O=c1[nH]c(N2CCN(Cc3ccc4c(c3)OCO4)CC2)nc2c1CCC2	2%	-5%	9%
CN1C(=O)N(C)C(=O)C2(Sc3ccccc3C2=O)C1=O	4%	0%	-1%
CS(=O)(=O)NNP(=O)(NNS(C)(=O)=O)NC(=O)c1ccccc1	5%	?	17%
O=c1oc2ccccc2c(O)c1C(c1ccc([N+](=O)[O-])cc1)c1c(O)c2ccccc2oc1=O	?	22µM*	-21%
CN1CCN(c2ccc([N+](=O)[O-])c(SCCO)c2)CC1	?	-1%	-4%
O=c1[nH]sc2cc(F)ccc12	-5%	4.5µM*	?
COc1ccc(CN2CCCCC2c2cccnc2)cc1C (configuration not stated)	4%[2.35 µM]	0%	-8%
CCCC12CN3CCN(CC(C3)/C1=N\NC(=O)c1ccncc1)C2	-4%	-2%	-1%
CC(=NCC1CCCO1)c1c(O)n(-c2ccccc2C)c(=O)[nH]c1=O (configuration not stated)	2%	-2%	2%
COCCO[C@H]1CCC2C3CC=C4C[C@@H](O)CC[C@]4(C)C3CC[C@@]21C (some centres not stated)	nt	-12%	0%
Cn1cc(C(=O)OCC(=O)NC2(C#N)CCCC2)c2ccccc21	nt	-1%	-18%
Cc1ccsc1C(=O)C1CCCN(Cc2sc(N(C)C)nc2Cl)C1 (configuration not stated)	4%	-21%	-7%

A draw from above in order of length of the SMILES, falling.
SMILES	N370S GC mod	KAT2A inh	FEN1 inhibitor
O=c1oc2ccccc2c(O)c1C(c1ccc([N+](=O)[O-])cc1)c1c(O)c2ccccc2oc1=O	?	22µM*	-21%
COCCO[C@H]1CCC2C3CC=C4C[C@@H](O)CC[C@]4(C)C3CC[C@@]21C (some centres not stated)	nt	-12%	0%
Cn1cc(C(=O)OCC(=O)NC2(C#N)CCCC2)c2ccccc21	nt	-1%	-18%
CN1C(=O)/C(=C/C=C/c2ccco2)C(=O)NC1=S	2%	?	20µM*

Later entries
SMILES	N370S GC mod	KAT2A inh	FEN1 inhibitor
COP(=S)(OC)Oc1ccc([N+](=O)[O-])cc1	14%&-6%	-8%	nt
CCCCCCn1c(=O)c(C(=O)Nc2ncccc2C)c(O)c2ccccc21	1%	-2%	-8%
OC1/C(=C/c2ccccc2C(F)(F)F)N2CCC1CC2 (configuration not stated)	-15%	-2%	-7%
Cc1cccc(-n2c(-c3ccc([N+](=O)[O-])cc3)nc3ccccc3c2=O)c1	-6%	-5%	-15%
CCOC(=O)C1C(=O)N(C)C2(C)CC1c1cc(OC)ccc1O2 (configuration not stated)	-23%	-4%	-1%
C=Cn1ccnc1P(=S)(c1ccc(Cl)cc1)c1nccn1C=C	?	-7%	-11%
CNC(=O)OCc1n(C)cc[n+]1C	14%	-13%	-1%
O=C(Nc1ccon1)c1cccn(Cc2cccc(Cl)c2)c1=O	nt	-14%	1%
Cc1ccc2c(c1)=NC(=O)/C(=C/c1c(O)[nH]c(=O)[nH]c1=O)C=2	-4%	20%	-11%
O=C(O)CP(=O)(O)c1ccc(Cl)cc1	0%	-3%	2%
CC(=O)n1cc(C=C2C(=O)NC(=O)NC2=O)c2ccccc21	-10%	-6%	-25%
COc1cc(CNCCc2ccc3c(c2)OCO3)cc(OC)c1OC	3%	-7%	1%
Cc1ccnc(NS(=O)(=O)c2ccc(N=Cc3c(O)n(C)c(=O)n(C)c3=O)cc2)n1	-17%	-6%	3%
CCCCCCn1c(=O)c(C(=O)Nc2cnccn2)c(O)c2ccccc21	5%	-6%	6%
COc1ccc(C=C2C(=O)N(C)C(=O)N(C)C2=O)cc1CSc1ccccn1	5%	16%	-2%
CC(C)(O)C1O[C@H]2CC[C@@]3(C)[C@@](O)(CC[C@H]4Cc5c([nH]c6ccccc56)[C@@]43C)C2=CC1=O (some centres not stated)	?	-27%&-12%&-27%	nt
CCN(CC)P(=O)(NC(=O)c1cccn1C)N(CC)CC	2%	-2%	1%
CN(C(=O)CNC(=O)OCc1ccccc1)c1ccc(Br)cc1C(=O)c1ccccc1Cl	11%	-11%	-1%
O=P(Oc1ccccc1)(Oc1ccccc1)C(Nc1ccccc1)c1ccccc1 (configuration not stated)	10%	-4%	-19%
O=C(COc1ccccc1)c1cn(Cc2ccccc2)c2ccccc12	-1%	21%	-8%

Continued, overlapping the part above by 4 compounds.
SMILES	N370S GC mod	KAT2A inh	FEN1 inhibitor
CCN(CC)P(=O)(NC(=O)c1cccn1C)N(CC)CC	2%	-2%	1%
CN(C(=O)CNC(=O)OCc1ccccc1)c1ccc(Br)cc1C(=O)c1ccccc1Cl	11%	-11%	-1%
O=P(Oc1ccccc1)(Oc1ccccc1)C(Nc1ccccc1)c1ccccc1 (configuration not stated)	10%	-4%	-19%
O=C(COc1ccccc1)c1cn(Cc2ccccc2)c2ccccc12	-1%	21%	-8%
Cc1ccc(C(=O)n2cc(CCN3CCS(=O)(=O)CC3)c3ccccc32)cc1	-6%	-12%	-19%
CN1[C@@H]2CCC[C@H]1CC(=O)C2	-6%[21.6 µM]	8%[21.4 µM]	3%
CNC(=S)N(C)CCc1cc2c(c(OC)c1/C=C1/C(=O)NC(=O)N(C)C1=O)OCO2	-13%	-7%	12%
CC(=O)Nc1ccccc1C(=O)OCc1cccc(F)c1	18%	-1%	-11%
COc1ccc(Cn2c(O)c(C=Nc3c(C)n(C)n(-c4ccccc4)c3=O)c(=O)[nH]c2=O)cc1	-1%	-1%	-5%
Cc1cccc(N2CCc3c2nc2ccccc2c3N)c1	9%&1%	-24%&-10%	?
CN1CCN(C(=O)COc2ccc(C(C)(C)C)cc2Br)CC1	-6%	-5%[0.501 µM]	2%
Cc1nn(-c2ccccc2)c2c1CC1(C(=O)N(C)C(=O)N(C)C1=O)C1CCCCN21 (configuration not stated)	-3%	-2%	-13%
CC1CCCC(C)N1/N=C/c1c[nH]c2ccc(Br)cc12 (configuration not stated)	9%	-4%	4%
Nc1ncc([N+](=O)[O-])s1	-1%	-9%	-9%
O=C(N/N=C/c1c(O)n(CCc2ccccc2)c(=O)[nH]c1=O)c1ccccc1	-6%	-6%	-6%
CC1CCN(CC(=O)c2ccccc2Cl)CC1	8%	3%	-3%
O=C(NC(=S)N1C[C@H]2C[C@H](C1)c1cccc(=O)n1C2)c1ccc(Cl)cc1Cl	5%	-20%	1%
CN1[C@H]2CC(=O)C[C@@H]1[C@@H](O)C2	10%[21.6 µM]	-5%[21.4 µM]	nt
CN(C)CCN(C(=O)COc1ccc(Cl)cc1)c1nc2cc3c(cc2s1)OCO3	-8%	-6%	6%
CN(C)CCc1nn[nH]n1	2%	-5%	2%
CCOC(=O)C1SC2(C(F)(F)C(F)F)CC1(O)c1c(c(OC)c3occc3c1OC)O2 (configuration not stated)	2%	-14%	-18%
COCC(=O)N1CCC2(CCCN(Cc3ccncc3)C2)CC1	9%	6%	nt
CC(C)C[C@H]1C(=O)N2CCC[C@@H]2[C@@]2(O)O[C@](NC(=O)[C@@H]3C=C4c5cccc6[nH]cc(c56)C[C@@H]4N(C)C3)(C(C)C)C(=O)N12	3%[21.6 µM]	-12%[21.4 µM]	nt
COC(=O)C1=C(c2ccc(F)cc2OCc2ccccc2)C[C@@H]2CC[C@H]1N2C(=O)NCCCOC(C)C	nt	-6%	-2%
COC(=O)c1cccc(N=Cc2c(O)n(Cc3ccc(F)cc3)c(=O)[nH]c2=O)c1	-7%	-27%	13%
Cc1ccc(/C=C2/C(=O)NC(=O)N(C)C2=O)cc1	-7%	-5%	1%
O=S1(=O)CC2(N3CCOCC3)CCCCC21 (configuration not stated)	-1%	-17%	10%
Cc1cccc(-n2c(/C=C/c3ccccn3)nc3ccccc3c2=O)c1	-4%	-7%	24%
Cc1ncc(CN2CCCC(C(=O)c3sccc3C)C2)s1 (configuration not stated)	-9%	0%	4%

Only part of the results is shown; the hit share may differ from the screen's.
